NALP1 yeast inh – NALP1 inhibition; inhibition, % at 10 µM; S. cerevisiae NALP1/ASC/caspase-1 growth, X-gal OD620, 72 h; 280,000 tested, 0.61% active; in the data active = inhibition mostly above about 24%, no sharp cut-off; inactive = mostly below about 32%; also: some compounds called inactive have numbers as strong as hits
GPR7 antag – antagonists of human GPR7 (neuropeptides B/W receptor 1) | P48145 | GPR7-expressing cells, fluorescence antagonist assay | inhibition, % at 4.4 µM | 290,000 tested, 1.1% active; in the data active = inhibition above about 16%, passing the limit was not always enough;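 also: cells stimulated with the agonist NPW; 0% = agonist with vehicle and 100% = vehicle without agonist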
IMP-1 inhibitor – blocks Pseudomonas aeruginosa IMP-1 metallo-beta-lactamase. AID 1556. purified IMP-1, nitrocefin hydrolysis, epi-absorbance fluorescence. inhibition, % at 5.6 µM. 290,000 tested, 0.45% active;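 active = inhibition above the mean plus 3 SD of all compounds in the same screening run, cut at about 4.5% in these data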;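 also: 0% = IMP-1 with DMSO and 100% = DMSO wells lacking enzyme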
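Material – recombinant IMP-1 enzyme, purified · Amount – IMP-1 0.2 nM before substrate addition · Medium – HEPES buffer pH 7.1 with ZnSO4 and Brij 35 · Timing – 25 °C, 15 min preincubation, 25 min reaction · Measured by – plate fluorescence quenching by hydrolysis product, ex 480/em 530 nm · Read-out – percent enzyme inhibition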
IDE cell inh – inhibits human insulin-degrading enzyme in HEK cells | AID 434962 | 320,000 tested, 0.41% active | FAbetaB cleavage, fluorescence polarization | inhibition, % at 5.59 µM;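 active = percent inhibition above the average of all tested compounds plus 3 SD, set per screening campaign, cut at about 16% in these data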;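 also: IDE supplied by intact live HEK cells; FP after avidin binding of uncleaved biotin substrate so inhibition keeps polarization high; 0% = DMSO wells and 100% = 60 µM reference IDE inhibitor Ii1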
VIM-2 inhibitor – inhibitors of Pseudomonas aeruginosa VIM-2 metallo-beta-lactamase | purified VIM-2, nitrocefin hydrolysis, epi-absorbance fluorescence | 290,000 tested, 0.89% active | inhibition, % at 5.6 µM;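 active = inhibition above the mean of all tested compounds plus 3 SD, cutoff set per screening run, cut at about 7.5% in these data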;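 also: red hydrolysis product quenches plate fluorescence so inhibitors raise well fluorescence; 0% = enzyme with DMSO and 100% = DMSO without enzyme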
IDE cell activ – IDE (human) activation, cell-based; P14735; HEK cells, FAbeta-B cleavage, fluorescence polarization; 0% vehicle, 100% cell-free pure enzyme wells; activation, % at 5.96 µM; 340,000 tested, 0.073% active;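 active = activation above the mean of all tested compounds plus 3 SD, set per screening campaign, cut at about 17% in these data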
PHOSPHO1 block – blocks human PHOSPHO1 phosphatase activity; Q8TCT1; 290,000 tested, 1.1% active; inhibition, % at 13.3 µM; recombinant PHOSPHO1, absorbance phosphatase assay; in the data active = inhibition above about 60%
pCIP destab – p/CIP protein destabilization | Q05BA5 | F442A p/CIP-EGFP cells, EGFP fluorescence, 16 h | decrease of EGFP signal, % at 10 µM | 290,000 tested, 0.01% active | AID 1984;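 active = EGFP signal decrease of at least 30% at 10 µM or well 3 SD below plate mean, unless failing retest; inactive = the rest, including hits failing retest or dose response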; also: some compounds called inactive have numbers as strong as hits; many of its hits are not listed in these tables
Target sequence (Q05BA5 1-1403): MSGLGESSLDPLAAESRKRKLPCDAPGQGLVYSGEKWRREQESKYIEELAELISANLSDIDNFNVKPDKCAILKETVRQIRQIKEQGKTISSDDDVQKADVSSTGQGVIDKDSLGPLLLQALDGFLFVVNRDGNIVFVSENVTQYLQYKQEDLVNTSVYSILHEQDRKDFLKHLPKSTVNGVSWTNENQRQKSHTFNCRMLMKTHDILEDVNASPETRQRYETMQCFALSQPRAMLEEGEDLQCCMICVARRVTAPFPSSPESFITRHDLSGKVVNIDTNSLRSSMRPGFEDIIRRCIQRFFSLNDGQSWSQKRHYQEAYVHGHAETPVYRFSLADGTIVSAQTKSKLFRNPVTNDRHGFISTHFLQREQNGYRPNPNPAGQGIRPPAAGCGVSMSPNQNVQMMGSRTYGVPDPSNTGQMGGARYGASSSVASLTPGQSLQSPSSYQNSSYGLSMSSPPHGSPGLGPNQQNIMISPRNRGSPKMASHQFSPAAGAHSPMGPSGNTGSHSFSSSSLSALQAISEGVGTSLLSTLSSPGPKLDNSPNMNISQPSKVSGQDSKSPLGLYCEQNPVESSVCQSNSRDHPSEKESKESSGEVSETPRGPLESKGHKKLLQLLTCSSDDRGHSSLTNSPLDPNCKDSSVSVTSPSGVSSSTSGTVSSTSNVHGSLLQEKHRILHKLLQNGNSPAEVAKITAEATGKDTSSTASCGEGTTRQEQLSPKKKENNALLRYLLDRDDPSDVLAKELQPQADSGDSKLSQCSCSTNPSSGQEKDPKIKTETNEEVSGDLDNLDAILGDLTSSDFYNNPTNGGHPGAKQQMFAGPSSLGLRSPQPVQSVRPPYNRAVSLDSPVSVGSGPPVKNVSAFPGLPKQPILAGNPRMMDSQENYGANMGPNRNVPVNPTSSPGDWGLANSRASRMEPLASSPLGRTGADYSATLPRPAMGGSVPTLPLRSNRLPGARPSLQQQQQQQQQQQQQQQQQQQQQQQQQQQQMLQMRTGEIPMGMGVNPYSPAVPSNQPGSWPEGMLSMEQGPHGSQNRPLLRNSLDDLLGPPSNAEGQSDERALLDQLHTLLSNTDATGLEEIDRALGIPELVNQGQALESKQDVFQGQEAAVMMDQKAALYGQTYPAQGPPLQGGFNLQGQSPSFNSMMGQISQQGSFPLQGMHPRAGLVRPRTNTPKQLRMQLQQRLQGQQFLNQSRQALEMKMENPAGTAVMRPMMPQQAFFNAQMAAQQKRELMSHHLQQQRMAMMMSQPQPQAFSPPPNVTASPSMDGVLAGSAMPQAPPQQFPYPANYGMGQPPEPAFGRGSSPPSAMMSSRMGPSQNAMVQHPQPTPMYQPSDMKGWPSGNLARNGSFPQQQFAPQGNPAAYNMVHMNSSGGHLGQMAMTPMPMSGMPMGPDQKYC
M18AAP inhibitor – PfM18AAP enzyme inhibition. recombinant PfM18AAP, H-Glu-NHMec fluorogenic cleavage. inhibition, % at 7.35 µM. 290,000 tested, 1.2% active. AID 1822;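 active = inhibition above the campaign mean inhibition over all tested compounds plus 3 SD, cut at about 28% in these data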;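 also: 0% = plate median of test compound wells and 100% = 2 mM ZnCl2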
An asterisk follows results filed as active; · = not tested or not shown.

Each structure is followed by: PHOSPHO1 block	NALP1 yeast inh	IDE cell activ	IDE cell inh	M18AAP inhibitor	pCIP destab	VIM-2 inhibitor	GPR7 antag	IMP-1 inhibitor
CCOC(=O)c1ccc(NC(=S)N2CCN(CCNC3=CC(=O)CC(C)(C)C3)CC2)cc1
  -11	18	2	4	24	-6	-3.3	-16	-4.3
CCOc1ccc(-c2ccc(/C=C3/C(=N)N4C=CSC4=NC3=O)o2)c([N+](=O)[O-])c1
  -16	23	2	6	0	-8	-3.1	-10	-3.6
Cc1ccc(-c2nc3ccccc3c(=O)n2CCCn2ccnc2)cc1
  16	22	5	1	9	-23	1.9	-13	-8.3
CCOC(=O)C1CCCN(C(=O)c2ccc(Cn3c(=S)[nH]c4cc(C(=O)OC)ccc4c3=O)cc2)C1 (stereo not drawn)
  30	-23	6	-2	-9	3	-3.0	-4	-3.5
O=C(NC(=S)NCCSc1ccccc1)c1cccnc1
  -7	18	-5	5	6	-13	5.1	7	-1.6
COc1ccc(NS(=O)(=O)c2cccc(NC(=O)c3ccc(S(=O)(=O)N4CCCCCC4)cc3)c2)cc1
  0	35	1	-3	3	-12	-0.8	8	-4.8
FC(F)(F)c1ccccc1/C=N/n1c(C2CCCCC2)n[nH]c1=S
  -111	-8	-11	1	8	8	-2.9	-28	-2.3
C=CCNS(=O)(=O)c1ccc(OCC(=O)OC)cc1
  -4	21	2	5	0	-9	-1.7	3	-1.8
CCOc1ccc(CCNC(=O)COC(=O)/C=C/c2ccc(OC)c(OC)c2)cc1OCC
  9	7	2	-2	2	-1	-0.5	-17	-1.4
COc1ccc(C(=O)c2coc3ccc(O)cc23)cc1
  1	8	0	-2	4	4	-1.2	2	-3.9
CC(C)(C)NC(=O)c1ccccc1NC(=O)C1CCCO1 (stereo not drawn)
  26	9	4	-2	-2	-9	-1.8	-16	-3.2
COC(=O)C1=C(C)N(C)C(=O)NC1c1cc2c(cc1Br)OCO2 (stereo not drawn)
  ·	·	0	4	-1	6	1.5	9	0.7
COc1ccc(N2CCN(C(=O)CCCn3c(=O)[nH]c4ccsc4c3=O)CC2)cc1
  -17	25	-7	0	2	-6	-3.0	13	-1.9
Cc1ccc(S(=O)(=O)Nc2c3ccccc3nc(=O)n2-c2ccccc2)cc1
  39	9	2	3	-14	-16	1.4	-2	-0.1
COc1cccc(-c2c(C(=O)N/N=C/c3cccnc3)nnn2-c2nonc2N)c1
  18	2	7	4	1	-8	-4.3	-7	-3.8
Cc1cccc(OCc2nnc3n2CCCCC3)c1
  -3	-11	0	3	2	1	-0.7	1	-2.8
O=C(Nc1c(F)cc(F)cc1Br)c1cc(-c2ccco2)on1
  14	14	1	6	-12	11	-2.2	-9	-4.1
CCOc1cc(/C=N\NC(=O)CN2CCOCC2)ccc1OCc1ccc(F)cc1
  9	36	-2	5	3	-2	-4.1	1	-4.0
COc1ccc(S(=O)(=O)N2Cc3ccccc3CC2C(=O)N2CCOCC2)cc1OC (stereo not drawn)
  -6	19	1	2	-1	-5	-3.4	-4	-3.3
COc1cccc(NC(=S)N(C)C2CCN(C)CC2)c1
  16	-10	-2	-5	1	10	-2.5	-15	-1.3
CC(=O)N1C(=O)N(C(C)=O)C2C1N(C(C)=O)C(=O)N2C(C)=O (stereo not drawn)
  18	-16	-3	-3	-7	-5	-2.5	-8	-0.5
O=C(Nc1ccccc1Cl)Nc1ccccc1Cl
  4	·	0	-5	-15	-11	0.7	-1	-0.7
CCCN1CCN(C(=O)C2CCN(c3nnc(C)c4c(C)n(-c5ccc(C)cc5)nc34)CC2)CC1
  -25	0	3	5	7	5	4.3	-6	-1.5
O=C(CSc1ncnc2c1nnn2Cc1ccc(F)cc1)NC1CCCC1
  57	23*	6	-2	2	-9	-1.7	-18	-2.6
Nc1nc(-c2ccccc2)c(-c2ccc([N+](=O)[O-])cc2)s1
  -41	-4	-6	1	-19	-31	1.2	-11	-1.3
COc1ccc(NC(=O)N2CCc3ccccc3C2)cc1
  26	3	2	·	2	-13	-3.8	-11	-1.1
COc1ccc(NC(=O)COc2ccccc2C(=O)NCC(c2ccccc2)N(C)C)cc1Cl (stereo not drawn)
  -5	6	0	0	0	3	0.2	-2	-4.1
COc1cccc(NC(=S)NCc2ccc3c(c2)cc(C)n3C)c1
  32	17	3	·	-8	3	-1.4	11	-2.2
COC(=O)c1sccc1NC(=O)c1cccc(OC)c1
  -2	-1	-7	-1	-2	6	1.2	-21	-5.0
Cc1ccc(-c2nnc(-c3ccccc3S(=O)(=O)Cc3ccc(Cl)cc3)o2)cc1
  -35	-10	0	1	9	-5	-6.9	-6	-2.4
O=C(CSc1nnc(-c2ccc(Br)cc2)o1)Nc1cccc2ccccc12
  -12	14	-5	8	8	3	-4.3	-4	-0.8
COc1cccc(/C=N/NC(=O)c2cc(C34CC5CC(CC(C5)C3)C4)[nH]n2)c1
  -13	·	4	-5	-1	5	0.3	12	-0.9
COc1ccc(CC(=O)Nc2c(C(=O)N3CCN(c4ccccc4)CC3)oc3ccccc23)cc1OC
  -14	20	7	-1	1	-8	-1.8	-1	-1.0
CCc1ccc2nc(SCC(=O)NCC3CCCO3)c(C#N)cc2c1 (stereo not drawn)
  1	13	1	1	2	-5	-0.8	-6	-0.5
CC(=O)N(Cc1cccnc1)Cc1cc2ccccc2[nH]c1=O
  28	19	3	7	-3	-8	-2.8	-8	-0.9
Cc1occc1C(=O)Nc1cccc([N+](=O)[O-])c1C
  20	·	3	-3	14	1	1.4	7	0.1
O=C(NCCNC1CCN(Cc2ccccc2)CC1)c1cccs1
  18	5	·	6	1	11	-2.1	-9	0.2
O=C(COc1ccc(Br)cc1CO)N1CCCc2ccccc21
  39	26	-2	0	-4	-8	0.5	6	-0.7
CN(CC(=O)Nc1ccc(S(=O)(=O)N2CCCC2)cc1)CC(=O)Nc1cccc(F)c1
  32	12	7	3	2	-10	-3.9	7	-2.8
CCC/C(=N\NC(=O)c1ccc(OC)c(OC)c1)c1ccccc1
  -20	7	3	-3	1	1	-1.2	-7	-2.4
CCOC(=O)C1CCN(C(=O)c2cccnc2Cl)CC1
  4	6	-4	4	5	0	-1.7	2	-1.9
O=C(Nc1ccc(Cl)cc1C(=O)NCC1CCCO1)c1ccc(Cl)cc1Cl (stereo not drawn)
  1	29	2	1	-10	-3	-2.6	-6	-4.0
Cc1cc(O)c(/C=N/Nc2cccc(Cl)c2)c(=O)o1
  101*	6	6	0	-1	5	-0.8	-4	-0.2
COc1ccc(C(F)(F)F)cc1N/C=C\c1nnnn1-c1ccc(C)cc1
  27	-4	-2	0	6	-14	-3.2	-18	-2.8
Cc1ccccc1SCC(=O)Nc1cc(S(=O)(=O)N2CCOCC2)ccc1N1CCOCC1
  -12	22	3	3	-9	-7	2.0	12	0.5
CCn1c(-c2ccc3ncccc3c2)n[nH]c1=S
  -36	-9	1	-6	9	-12	-4.7	-2	-1.6
O=C(c1noc2c1CCc1ccccc1-2)N1CCOCC1
  34	·	9	0	-5	11	-4.3	-5	-5.1
CN(C)S(=O)(=O)N1CCN(c2ccccc2Cl)CC1
  17	-2	2	8	-7	2	-1.9	2	-2.0
COc1cccc(-c2cc(=O)[nH][nH]2)c1
  14	7	3	-3	9	0	-2.2	-15	-3.2
CCCC(=O)Nc1nc2ccc(S(N)(=O)=O)cc2s1
  -3	17	3	-4	1	3	-3.1	-16	-2.6
CCc1cc(=O)[nH]c(SCCC(F)=C(F)F)n1
  28	-3	4	2	-5	0	-1.8	0	-3.0
CCOC(=O)CSc1nnc(NCC(=O)OC)c(=O)[nH]1
  -1	-8	4	5	-80	8	-4.2	-1	-4.3
COc1ccccc1CNC(=O)COC(=O)c1cc(-c2ccco2)nc2ccccc12
  17	15	-4	1	-50	-2	-5.4	-5	-2.5
CC1=C(C(=O)Nc2ccccc2)C(c2ccc(C)o2)n2c(s/c(=C/c3ccccc3)c2=O)=N1 (stereo not drawn)
  7	16	-2	-1	-8	1	-2.5	-1	-4.0
COc1ccc(CC(=O)N/N=C/c2c(C)n(C)c3ccccc23)cc1OC
  36	7	·	2	8	-5	-1.9	7	-3.4
COCc1nnc(NC(=O)CCN2C(=O)c3ccccc3C2=O)s1
  -36	10	7	-1	-1	0	-1.9	-4	0.1
O=C(Nc1ccccc1)/C(=C\c1ccco1)NC(=O)c1ccco1
  17	0	-3	10	8	-26	-3.8	-9	-3.7
COc1ccccc1N1CCN(C(=O)CN(C2CCCCC2)S(C)(=O)=O)CC1
  6	-1	-4	-4	-10	-11	-0.8	-12	-1.6
Cc1c(O)ccc(C(=O)CN2C(=O)c3ccccc3C2=O)c1O
  28	7	-1	0	5	1	-3.1	6	-1.6
Cc1ccc(-n2cc(CN3CCCN(C=O)CC3)c(-c3ccc(F)cc3)n2)cc1
  31	5	-8	-5	2	-1	-2.1	7	-1.7

Next entries follow:
Each structure is followed by: PHOSPHO1 block	NALP1 yeast inh	IDE cell activ	IDE cell inh	M18AAP inhibitor	pCIP destab	VIM-2 inhibitor	GPR7 antag	IMP-1 inhibitor
O=C(Nc1cccc(NC(=O)c2cccc(F)c2)c1)c1ccccc1
  20	30	-4	0	1	-6	-0.9	11	0.0
CSc1cccc(NS(=O)(=O)c2cc(Br)cnc2N)c1
  47	-4	1	-5	-5	-13	-2.9	2	-0.9
COc1ccc([C@@H](C)NC(=O)CCc2nnc(-c3cc(C)on3)o2)cc1
  6	0	-1	8	-4	-11	-2.0	-14	-0.8
COc1ccccc1NC(=S)N(c1ccccc1)C(C)C
  -3	8	-3	2	4	-7	-1.6	5	-1.1
CN1CCN(Cc2nc3c(c(=O)[nH]c(=O)n3C)n2Cc2c(F)cccc2Cl)CC1
  1	·	-2	-1	·	4	·	·	·
O=C(N/N=C/c1ccccc1O)c1cc[n+]([O-])cc1
  15	0	5	6	7	-19	-5.3	-6	-6.0
COc1ccc(CCC(=O)N2CCCC(Nc3ccccc3)C2)cc1OC (stereo not drawn)
  18	16	5	2	7	0	-1.3	-8	-3.7
O=C(C1=C[C@@H](c2ccccc2)C[C@@H](OCc2ccc(CO)cc2)O1)N1CCCCCCC1
  32	0	-4	-1	-12	-15	3.5	-4	0.9
S=C1NCN(Cc2ccco2)CN1c1ccccc1
  -1	26	0	3	-21	-5	-1.3	-6	-1.4
CCCCc1c(O)nc(SCCC(=O)O)[nH]c1=O
  -5	4	·	·	4	-8	0.3	6	-2.3
Cc1cccc(-n2cnc(C(=O)NC3CCCCCC3)c2)n1
  42	-4	3	1	-7	-12	-1.4	0	-2.4
CCCCN1C(=O)NC(NC(=O)c2ccco2)(C(F)(F)F)C1=O (stereo not drawn)
  -23	0	3	-3	-4	7	0.0	8	-1.0
Cc1ccc(C)c(C(=O)CCC(=O)O)c1
  12	9	-6	2	-4	-8	0.0	-13	-1.9
Cc1cc(C)n(NC(=S)NC2CCCCC2)c(=O)c1C#N
  21	15	1	2	-11	0	2.4	-1	-0.8

Sorted by value in IDE cell activ (lowest first): 3 of the compounds above
Each structure is followed by: PHOSPHO1 block	NALP1 yeast inh	IDE cell activ	IDE cell inh	M18AAP inhibitor	pCIP destab	VIM-2 inhibitor	GPR7 antag	IMP-1 inhibitor
O=C(NC(=S)NCCSc1ccccc1)c1cccnc1
  -7	18	-5	5	6	-13	5.1	7	-1.6
COc1cccc(NC(=S)N(C)C2CCN(C)CC2)c1
  16	-10	-2	-5	1	10	-2.5	-15	-1.3
CCOC(=O)C1CCCN(C(=O)c2ccc(Cn3c(=S)[nH]c4cc(C(=O)OC)ccc4c3=O)cc2)C1 (stereo not drawn)
  30	-23	6	-2	-9	3	-3.0	-4	-3.5

High-throughput results as filed in PubChem BioAssay.
